MrgX1 ag – activates human MrgX1 receptor signaling; B-score at 10 µM; 310,000 compounds, 0.44% hits; MrgX1-HEK293 cells, Fluo-4 calcium fluorescence, agonist mode; stronger effect = higher value; AID 588627; Q96LB2;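 active means calcium response B-score plate-corrected fluorescence ratio at least 3 library SD, with starting fluorescence B-score inside 5 SD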
Target sequence (Q96LB2 whole entry, looked up): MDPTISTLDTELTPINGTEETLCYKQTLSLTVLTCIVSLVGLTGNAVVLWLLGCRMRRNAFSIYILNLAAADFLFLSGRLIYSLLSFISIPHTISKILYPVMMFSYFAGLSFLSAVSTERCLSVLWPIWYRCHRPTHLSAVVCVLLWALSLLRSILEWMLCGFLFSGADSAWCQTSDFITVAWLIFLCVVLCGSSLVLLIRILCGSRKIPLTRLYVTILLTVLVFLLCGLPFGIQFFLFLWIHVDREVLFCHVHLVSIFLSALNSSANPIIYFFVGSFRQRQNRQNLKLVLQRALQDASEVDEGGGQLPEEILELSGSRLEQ
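times = overnight plating, then 30 min 37 °C plus 30 min room-temperature dye loading | assay system = stable human MrgX1 HEK293 cell line | input = fifteen thousand cells per well | signal = kinetic calcium dye fluorescence, Fluo-4 NW | dosing = compound delivered in addition one of three | read-out = B-scored fluorescence response ratio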
TRPC4 PAM – allosterically enhances the mouse TRPC4 cation channel | Q9QUQ5 | HEK293 TRPC4beta/mu-opioid, DAMGO EC20, Fluo-4 Ca2+ flux; stronger effect = higher value | B-score at 10 µM | 310,000 compounds, 0.42% hits | AID 2227;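 active means B-score of calcium response area above 5 SD of library B-scores, with initial fluorescence ratio within 5 SD of library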;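 further: B-score of integrated fluorescence ratio over time as area under calcium response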
TRPC4 act – activators of mouse TRPC4 channel; 310,000 compounds, 0.49% hits; Q9QUQ5; B-score at 10 µM; HEK293 TRPC4beta/mu-opioid, Fluo4 calcium fluorescence; stronger effect = higher value; AID 2237;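 active means B-score above 5 SD of library B-scores, and initial fluorescence ratio not above library mean plus 5 SD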;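 further: positive B-score marks a calcium rise read as TRPC4 activation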
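Material: TRPC4beta and mu-opioid receptor HEK293 stable cells | Incubation: 45 min room-temperature Fluo4 loading, 110 s read | Detection: Kinetic Fluo4 calcium fluorescence | Measure: Integrated baseline-normalised fluorescence ratio, converted to per-well B score | Benchmarks: Low control buffer alone, high control maximal DAMGO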
TRPC6 inhibitor – mouse TRPC6 channel inhibition. Q61143. HEK293-TRPC6, membrane potential dye, ACh-evoked depolarization; stronger effect = lower value. B-score at 10 µM. 310,000 compounds, 1.1% hits. AID 2553;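 active means B-score under library mean minus 3 SD, initial fluorescence not abnormally high, positive integrated signal ratio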;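 further: B-score derived from integrated fluorescence ratio over the kinetic read; more negative B-score means stronger inhibition of depolarization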
TMEM16A act – activators or potentiators of mouse TMEM16A chloride channel. 340,000 compounds, 0.3% hits. B-score at 10 µM. HEK293 TMEM16A/YFP-H148Q/I152L, iodide quench fluorescence; stronger effect = lower value. AID 623877;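 active means fluorescence-ratio B-score plate-corrected deviation score at least 3 library SD below zero, with starting fluorescence score within 5 deviations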;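 further: channel opened by trigger with iodide after compound preincubation; score built on the fluorescence ratio of max minus min over baseline; more negative score means more quench and so TMEM16A activation or potentiation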
MrgX1 allo act – allosterically activates human MrgX1 receptor signaling. MrgX1-HEK293, Fluo-4 calcium flux, FDSS; stronger effect = higher value. B-score at 10 µM. 310,000 compounds, 0.63% hits. AID 588675;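 active means plate-corrected calcium response at least 3 library SD above typical, normal starting fluorescence, not activating the receptor alone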;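 further: compound read alongside a low EC10 to EC30 dose of BAM8-22 agonist; peak minus trough fluorescence over baseline measured at the second addition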
TRPC4 inh – blocks the mouse TRPC4 cation channel; Q9QUQ5; B-score at 10 µM; 300,000 compounds, 0.39% hits; HEK293 TRPC4beta/mu-opioid, DAMGO-evoked Fluo4 calcium flux; stronger effect = lower value;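 active means B-score over 3 SD under the library average, no early fluorescence shift, positive overall ratio signal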
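Assay system: HEK293 cells with stable TRPC4beta plus mu-opioid receptor expression. Dosing: single dose. Measured by: Fluo4 Ca2+ flux fluorescence. Also added: DAMGO in two steps, submaximal then maximal. Read-out: B score from integrated Fluo4 fluorescence ratio.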
ANO1 block – mouse TMEM16A channel inhibition, primary screen. Q8BHY3. HEK293 TMEM16A/YFP iodide influx fluorescence, ionomycin. normalized B-score (activity score, 25-100; higher = stronger inhibition) at 10 µM. 310,000 compounds, 1.2% hits;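 active means ratio plate-corrected score three or more library SD toward inhibition, starting fluorescence score within five deviations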;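 further: score derived from kinetic fluorescence span divided by baseline fluorescence per well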
TRPC6 activator – activators of mouse TRPC6 channel. B-score at 10 µM. AID 2550. Q61143. 310,000 compounds, 0.13% hits. HEK293-TRPC6 membrane potential dye fluorescence; stronger effect = higher value;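 active means B-score of the integrated fluorescence ratio above library mean plus 3 SD, and starting fluorescence ratio within library mean plus 5 SD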;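 further: higher score means more depolarization so channel activation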
SKKanGAS inh – inhibitors of SKKanGAS S. pyogenes growth in kanamycin (SK-promoter or general growth effect); BacTiter-Glo, 6 h; inhibition, % at 7.5 µM; 300,000 compounds, 1.3% hits; AID 1662;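 active means mean replicate score, as percent of positive control median, at least 50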;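 further: strain carries kanamycin resistance gene driven by streptokinase promoter and grows in 40 µg/ml kanamycin; loss of luminescence reflects streptokinase promoter inhibition or plain growth inhibition; 0% = median of DMSO wells and 100% = positive control at its reference dose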
MrgX1 antag – blocks BAM8-22 activation of human MrgX1 receptor; MRGX1-HEK293 calcium flux, Fluo-4, BAM8-22 antagonism; stronger effect = lower value; B-score at 10 µM; 310,000 compounds, 1.3% hits; AID 588676;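 active means calcium-response B-score plate-corrected more than 3 library SD below zero, starting fluorescence within 5 deviations, no agonist response on first addition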;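 further: peak minus trough fluorescence over baseline after final BAM8-22 challenge near maximal dose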
* marks the source's active call; other numbers are inactive results; i = inactive; / = not tested or not shown.

#	Structure	MrgX1 ag	TRPC4 PAM	TRPC4 act	TRPC6 inhibitor	TMEM16A act	MrgX1 allo act	TRPC4 inh	ANO1 block	TRPC6 activator	SKKanGAS inh	MrgX1 antag
1	O=C(c1ccncc1)c1ccc(N2CCN(C3CC(=O)N(Cc4ccccc4)C3=O)CC2)cc1 (configuration not stated)	i	i	i	i	i	i	i	100*	i	4	i
2	CC(C)CC1NC2(C(=O)N(C)c3ccccc32)C2C(=O)N(C(C)C)C(=O)C12 (configuration not stated)	i	i	i	i	i	i	i	i	i	1	i
3	CC(C)CN(C(=O)COC(=O)c1ccc2c(c1)OCCO2)c1c(N)n(Cc2ccccc2)c(=O)[nH]c1=O	i	i	i	i	i	i	i	i	i	-4	i
4	O=C(CSc1nnc(Cc2ccccc2)o1)Nc1cccc(F)c1	i	i	i	i	i	i	i	i	i	-7	i
5	CCCC(=O)Nc1ccc(OCC(=O)OC)cc1	i	i	i	i	i	i	i	i	i	-1	i
6	O=C(Nc1ccccc1)N(c1ccccc1)C1C=CS(=O)(=O)C1 (configuration not stated)	i	i	i	i	i	i	i	i	i	4	i
7	COCCn1c(=O)[nH]c(=O)c2cc(C(=O)c3cc(Cl)ccc3O)cnc21	i	i	i	i	i	i	i	i	i	11	i
8	CCOC(=O)c1c(C)[nH]c(C=O)c1Cc1cccc(Cl)c1	i	i	i	i	i	i	i	i	i	-10	i
9	CC(C)CCNC(=S)NC1CCCC1	i	i	i	i	i	i	i	i	i	5	i
10	O=C(Nc1ccccc1OC(F)F)c1ccc(Br)o1	i	i	i	i	i	i	i	i	i	2	i
11	Cc1nccn1CCCN1C(=O)OC2(CCCCC2)C1(C)O (configuration not stated)	i	i	i	i	i	i	i	i	i	-10	i
12	Cc1ccccc1Cn1c2ccccc2c2cn[nH]c(=O)c21	i	i	i	i	i	i	i	i	i	4	i
13	O=C(CSc1ccncc1)Nc1ccc2ccccc2c1	i	i	i	i	i	i	i	i	i	-1	i
14	COc1ccc(CNC(=O)C2CCN(S(=O)(=O)N3CCCC3)CC2)c(OC)c1	i	i	i	i	i	i	i	i	i	-2	i
15	S=C(NCCc1ccccc1)N/N=C/c1cccs1	i	i	i	i	i	i	i	i	i	29	i
16	Cc1ccc(C)c(N2CN(Cc3cccnc3)CNC2=S)c1	i	i	i	i	i	i	i	i	i	-10	i
17	CCOC(=O)C(C(=O)OCC)C1N=C(N)N=C2Oc3ccccc3N21 (configuration not stated)	i	i	i	i	i	i	i	i	i	2	i
18	CN(C)c1ccc(C2CC(c3cccc(NS(C)(=O)=O)c3)=NN2C(=O)c2ccccc2)cc1 (configuration not stated)	i	i	i	i	i	i	i	i	i	9	i
19	COc1ccc(OC)c(Nc2nc(N(C)c3ccccc3)nc(N)c2[N+](=O)[O-])c1	i	i	i	i	i	i	i	i	i	17	i
20	N#Cc1ccccc1N/C=C/C(=O)c1ccc(Cl)cc1	i	i	i	i	i	i	i	i	i	-13	i
21	O=C(COC(=O)/C=C/c1ccc(S(=O)(=O)N2CCOCC2)cc1)NCc1ccc2c(c1)OCO2	i	i	i	i	i	i	i	i	i	9	i
22	CNc1c(NS(=O)(=O)c2cc(Cl)ccc2OC)c(=O)oc2ccccc12	i	i	i	i	i	i	i	i	i	-3	i
23	COc1ccc(C(=O)Nc2ccccc2)cc1S(=O)(=O)NCc1ccco1	i	i	i	i	i	i	i	i	i	-3	i
24	Cc1onc(-c2c(Cl)cccc2Cl)c1C(=O)N=C(N)N1CCCC1	i	i	i	i	i	i	i	i	i	3	i
25	CCCN1CCC(NC(=O)C2CCN(C(C)=O)CC2)CC1	i	i	i	i	i	i	i	i	i	-1	i
26	COc1ccccc1N1CCN(C(=O)c2ccc(Cl)c(S(=O)(=O)N3CCCC3)c2)CC1	i	i	i	i	i	i	i	i	i	9	i
27	CCc1nnc(NC(=O)CSc2nc(-c3ccccc3)nc3ccccc23)s1	i	i	i	i	i	i	i	i	i	-3	i
28	CSc1ncc2c(n1)-c1cc(C)ccc1SC2	i	i	i	i	i	i	i	i	i	5	i
29	CNc1nc(SC)nc(N(C#N)CC(=O)OC)n1	i	i	i	i	i	i	i	i	i	-2	i
30	O=C(COc1ccc(Br)cc1Cl)NC(=S)N1CCc2ccccc21	i	i	i	i	i	i	i	i	i	33	i
31	CCSc1ccccc1C(=O)NCCCn1ccnc1	i	i	i	i	i	i	i	i	i	-1	i
32	N#CCCN(C(=O)COC(=O)CNC(=O)c1cccs1)c1ccc(F)cc1	i	i	i	i	i	i	i	i	i	1	i
33	COc1ccc(N(CC(=O)N2CCOCC2)S(C)(=O)=O)c(OC)c1	i	i	i	i	i	i	i	i	i	7	i
34	O=C(CSc1nnnn1Cc1ccccc1)NCC(=O)c1ccccc1	i	i	i	i	i	i	i	i	i	-2	i
35	COc1cccc(N2CCN(C(=O)CN(c3ccc(C)cc3)S(=O)(=O)c3c(C)n[nH]c3C)CC2)c1	i	i	i	i	i	i	i	i	i	1	i
36	Cc1sc(-n2c(C)cc(/C=N/n3cnnc3)c2C)c(C#N)c1C	i	i	i	i	i	i	i	i	i	7	i
37	CCOC(=O)Nc1ccc2c(c1)N(C(=O)N1CCN(C)CC1)c1ccccc1S2	i	i	i	-5.3*	i	i	i	i	i	0	i
38	Cc1ccc(NC(=O)C(=O)NN)cc1	i	i	i	i	i	i	i	i	i	-9	i
39	O=C(O)CN1CCN(Cc2cccc(Cl)c2)C1=O	i	i	i	i	i	i	i	i	i	1	i
40	O=C(Cc1ccc(-c2ccccc2)cc1)NC1CCCC1	i	i	i	i	i	i	i	i	i	1	i
41	O=C(N/N=C/c1cc(Br)c(Br)s1)c1ccncc1	i	i	i	i	i	i	i	i	i	7	i
42	C=CCNC(=O)CCCC(=O)NCC=C	i	i	i	i	i	i	i	i	i	-2	i
43	O=c1[nH]c2cc3c(cc2cc1CN(CCCO)C(=S)NCc1ccco1)OCO3	i	i	i	i	i	i	i	i	i	4	i
44	COc1ccc(N(Cc2cc3ccccc3[nH]c2=O)S(=O)(=O)c2ccc(C)cc2)cc1	i	i	i	i	i	i	i	i	i	0	i
45	COC(=O)CSc1nnc(-c2ccc(OC)cc2OC)o1	i	i	i	i	i	i	i	i	i	1	i
46	CCC(=O)Nc1nc2ccc(NC(C)=O)cc2s1	i	i	i	i	i	i	i	i	i	-5	i
47	S=C(Nc1ccc(Cl)cc1Cl)NC1CCCCC1	i	i	i	i	i	i	i	i	i	14	i
48	CC1CCN(S(=O)(=O)c2csc(C(=O)Nc3ccccc3)c2)CC1	i	i	i	i	i	i	i	i	i	4	i
49	COc1ccc2c(-c3ccccc3)cc(=O)[nH]c2c1	i	i	i	i	i	i	i	i	i	-4	i
50	COc1ccc(C(=O)Nc2ccc(NC(=O)c3cccs3)cc2)cc1Cl	i	i	i	i	i	i	i	i	i	-9	i
51	CCCC[C@H]1COCCS(=O)(=O)N1Cc1ccc(C)cc1	i	i	i	i	i	i	i	i	i	1	i
52	CCc1c(C(=O)NC2CCCc3ccccc32)[nH]c(C)c1C(C)=O (configuration not stated)	i	i	i	i	i	i	i	i	i	19	i
53	O=C1CN(c2nc(-c3ccccc3)c3ccccc3n2)c2ccccc2N1	i	i	i	i	i	i	i	i	i	0	i
54	Cc1cc(C)cc(NC(=O)NC2CCN(CC(=O)Nc3cccc(Cl)c3C)CC2)c1	i	i	i	i	i	i	i	i	i	5	i
55	CCC(=O)Nc1cc(Cl)ccc1N1CCN(C(=O)CC)CC1	i	i	i	i	i	i	i	i	i	-7	i
56	Cc1ccc(C(=O)N2CCN(C)CC2)cc1S(=O)(=O)N1CCCCC1	/	i	i	i	i	/	i	/	i	7	/
57	CN(C(=O)c1ccccc1F)C(c1ccccc1)c1ccccc1	i	i	i	i	i	i	i	i	i	2	i
58	Cc1ccc(-c2csc(N(Cc3ccccc3)C(=O)COc3ccccc3)n2)cc1	i	i	i	i	i	i	i	i	i	-3	i
59	COc1cccc2cc(C(=O)CC3(O)C(=O)N(Cc4ccccc4)c4ccccc43)c(=O)oc12 (configuration not stated)	i	i	i	i	i	i	i	i	i	3	i
60	CN(c1ccccc1)S(=O)(=O)c1ccc(C(=O)Nc2nnc(-c3ccco3)o2)cc1	i	i	i	i	i	i	i	i	i	16	i

Additional records:
#	Structure	MrgX1 ag	TRPC4 PAM	TRPC4 act	TRPC6 inhibitor	TMEM16A act	MrgX1 allo act	TRPC4 inh	ANO1 block	TRPC6 activator	SKKanGAS inh	MrgX1 antag
61	CCC(CC)NCC(O)COc1ccc(Br)cc1 (configuration not stated)	i	i	i	i	i	i	i	i	i	/	i
62	Cc1ccc(Cl)cc1NC(=O)NCc1ccccn1	i	i	i	i	i	i	i	i	i	-2	i
63	COC(=O)c1ccc(S(=O)(=O)NCc2ccccn2)n1C	i	i	i	i	i	i	i	i	i	-4	i
64	CCN(CC(=O)Nc1c(F)cccc1F)C(=O)c1ccc2ncsc2c1	i	i	i	i	i	i	i	i	i	-2	i
65	O=C(CSCCO)Nc1nccs1	i	i	i	i	i	i	i	i	i	/	i
66	COc1ccccc1C(=O)Nc1ccc2c(c1)CN(Cc1cnc(C)s1)CC2	i	i	i	i	i	i	i	i	i	-1	i
67	O=C1N/C(=N/N=C/c2ccc(F)cc2)SC1c1ccccc1 (configuration not stated)	i	i	i	i	i	i	i	i	i	0	i
68	CCN1CCN(C(c2cccs2)C(C)NS(=O)(=O)c2ccc(F)cc2)CC1 (configuration not stated)	i	i	i	i	i	i	i	i	i	-3	i

Screening data from PubChem.
